CHRM4 agonist = human M4 muscarinic receptor agonists, primary screen, CHO-K1 cells, Fluo-8 calcium fluorescence | CHO-K1 hM4/Gqi5; vehicle 0%, full acetylcholine response 100% | activation, % at 3 µM | AID 624127, 2012 | Muscarinic acetylcholine receptor M4 (Homo sapiens), P08173 | 0.14% of 360,000 active;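 active = activation above the run mean over all test wells plus 3 SD, cut at about 32% in these data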;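 also: peak over basal fluorescence ratio per well then scaled between controls; 0% = DMSO wells and 100% = acetylcholine at EC100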
CRFBP-R2 block = antagonists of CRF-BP/CRF-R2 complex, primary screen, cell-based, HEK293, calcium dye fluorescence, uHTS; AID 588475, 2011; CRF-induced calcium fluorescence; inhibition, % at 11.8 µM; 0.59% of 350,000 active;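 active = inhibition of the ligand-induced calcium signal above about 50% at the single tested concentration, limit read from the data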
CHRM5 PAM = human M5 muscarinic receptor positive allosteric modulators, primary screen, CHO-K1 cells, Fluo-8 calcium fluorescence; Muscarinic acetylcholine receptor M5 (Homo sapiens), P08912; CHO-K1 hM5, ACh EC20 PAM; 0% = ACh EC20, 100% = ACh EC100; activation, % at 3 µM; 0.3% of 360,000 active;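 active = activation above the run cutoff, the mean activation of all test compounds plus 3 SD, cut at about 18% in these data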
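Assay system – human M5 receptor in CHO-K1 cells · Read-out – % activation, ACh-normalized · Technique – Fluo-8 calcium fluorescence · Dosing – single-point, 3 µM nominal · Incubation – Fluo-8 loading 80 min at 37 °C plus 30 min room temperature · Repeats – singlicate, one well per test compound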
M5 antag = human M5 muscarinic receptor antagonists, primary screen, CHO cells, Fluo-8 calcium fluorescence; CHO-hM5 cells, ACh EC80; 0.59% of 360,000 active; Muscarinic acetylcholine receptor M5 (Homo sapiens), P08912; inhibition, % at 3 µM;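 active = inhibition above a per-plate cutoff, the mean of that plate's test compounds plus 3 SD, cut at about 27% in these data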;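 also: 0% = acetylcholine EC80 with DMSO and 100% = DMSO without agonist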
CRFR2-BP ag = agonists of CRF-BP/CRF-R2 complex, primary screen, cell-based, HEK293, calcium dye fluorescence, uHTS. 0.46% of 350,000 active. calcium dye fluorescence (FLIPR); percent of saturating CRF peptide response. activation, % at 13.2 µM. AID 588473, 2011;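 active = activation of at least 50%, plus an integration ratio under a set limit after plate pattern correction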;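 also: plate controls were neutral control wells without compound for no effect and CRF at EC100 for full effect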
IDE inh = human IDE inhibitors in live cells, primary screen, fluorescence polarization, HEK cells, FAbetaB substrate; inhibition, % at 5.59 µM; AID 434962, 2010; FAbetaB cleavage; Insulin-degrading enzyme (Homo sapiens), P14735; 0.41% of 320,000 active;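 active = percent inhibition above the average of all tested compounds plus 3 SD, set per screening campaign, cut at about 16% in these data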;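 also: IDE supplied by intact live HEK cells; FP after avidin binding of uncleaved biotin substrate so inhibition keeps polarization high; 0% = DMSO wells and 100% = 60 µM reference IDE inhibitor Ii1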
Target sequence (P14735 whole entry, looked up): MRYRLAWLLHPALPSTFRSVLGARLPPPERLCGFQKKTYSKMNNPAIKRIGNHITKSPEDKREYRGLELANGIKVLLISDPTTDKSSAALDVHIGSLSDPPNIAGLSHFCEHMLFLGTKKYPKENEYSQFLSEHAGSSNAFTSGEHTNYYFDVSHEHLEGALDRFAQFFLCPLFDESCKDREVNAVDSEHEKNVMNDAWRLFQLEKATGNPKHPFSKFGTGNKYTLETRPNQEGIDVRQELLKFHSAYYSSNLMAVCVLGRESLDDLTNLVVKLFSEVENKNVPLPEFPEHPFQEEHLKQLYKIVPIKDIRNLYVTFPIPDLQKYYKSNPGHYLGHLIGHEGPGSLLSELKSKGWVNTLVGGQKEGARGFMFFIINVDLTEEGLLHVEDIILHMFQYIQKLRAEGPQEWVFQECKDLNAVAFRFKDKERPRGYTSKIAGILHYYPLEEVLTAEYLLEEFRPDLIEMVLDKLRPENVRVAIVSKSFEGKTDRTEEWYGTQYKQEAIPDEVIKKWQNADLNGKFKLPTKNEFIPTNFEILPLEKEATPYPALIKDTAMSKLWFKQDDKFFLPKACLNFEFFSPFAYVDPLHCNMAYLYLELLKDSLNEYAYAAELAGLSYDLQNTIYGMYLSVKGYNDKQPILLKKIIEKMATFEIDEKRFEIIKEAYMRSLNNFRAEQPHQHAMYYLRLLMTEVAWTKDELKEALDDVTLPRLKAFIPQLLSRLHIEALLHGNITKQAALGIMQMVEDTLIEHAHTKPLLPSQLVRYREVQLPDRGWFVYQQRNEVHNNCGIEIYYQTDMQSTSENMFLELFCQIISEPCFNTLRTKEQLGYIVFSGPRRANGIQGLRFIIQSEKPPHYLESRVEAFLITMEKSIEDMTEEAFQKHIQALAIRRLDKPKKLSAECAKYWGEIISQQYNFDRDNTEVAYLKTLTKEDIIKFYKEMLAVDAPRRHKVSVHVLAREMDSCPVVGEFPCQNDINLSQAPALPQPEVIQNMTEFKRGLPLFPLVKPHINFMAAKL
CHRM4 antagonist = human M4 muscarinic receptor antagonists, primary screen, CHO cells, Fluo-8 calcium fluorescence; Muscarinic acetylcholine receptor M4 (Homo sapiens), P08173; CHO-hM4 cells, ACh EC80; inhibition, % at 3 µM; 0.73% of 360,000 active; AID 624125, 2012;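 active = inhibition above its plate's cutoff, the mean inhibition of sample wells plus 3 SD, cut at about 27% in these data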;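 also: 0% = acetylcholine EC80 with DMSO and 100% = DMSO without agonist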
CHRM4 PAM = human M4 muscarinic receptor positive allosteric modulators, primary screen, CHO-K1 cells, Fluo-8 calcium fluorescence; AID 624126, 2012; activation, % at 3 µM; 0.4% of 360,000 active; CHO-K1 hM4/Gqi5, ACh EC20; 0% = ACh EC20, 100% = maximal ACh;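 active = activation above its plate's cutoff, the mean activation of sample wells plus 3 SD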; also: some results filed as inactive read as strong as hits
CHRM5 agonist = human M5 muscarinic receptor agonists, primary screen, CHO-K1 cells, Fluo-8 calcium fluorescence. AID 624037, 2012. activation, % at 3 µM. Muscarinic acetylcholine receptor M5 (Homo sapiens), P08912. 0.19% of 360,000 active. CHO-K1 hM5 cells; 0% DMSO wells, 100% maximal acetylcholine response;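 active = activation above the run's mean over test compounds plus 3 SD, cut at about 23% in these data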;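 also: signal is peak over basal fluorescence ratio across the kinetic read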
Active calls of the source: *; · = not tested or not shown.

entry | Structure | CHRM4 agonist | CRFBP-R2 block | CHRM5 PAM | M5 antag | CRFR2-BP ag | IDE inh | CHRM4 antagonist | CHRM4 PAM | CHRM5 agonist
1 | COc1ccc2nc(/C=N/NC(=O)CCCCCNC(=O)OC(C)(C)C)ccc2c1 | 5 | 7 | -9 | -3 | 0.6 | -8 | 5 | -20 | 2
2 | CCn1c(O)c(N=NC(=O)CNC(=O)Cc2ccccc2)c2ccccc21 | 1 | 3 | 4 | -9 | -2.1 | 8 | -2 | 5 | 0
3 | Cc1ccc(CCNC(=O)C2CCC(CNc3c(N4CCCC4)c(=O)c3=O)CC2)cc1 (stereo unspecified) | 0 | 1 | 4 | 0 | 9.8 | 0 | 1 | 3 | -1
4 | CCOc1nc(NC(=O)NS(=O)(=O)Oc2ccccc2Cl)nc(-c2ccccc2)n1 | 2 | -26 | -2 | 1 | -5.7 | 2 | 0 | 2 | 0
5 | CCc1nc2c(OCc3cccc(OC)c3)cccn2c1N(C)C(=O)c1ccccc1F | 1 | · | -7 | 11 | · | · | -4 | -1 | -2
6 | N#Cc1c(Cn2cncn2)nc(=O)n(-c2ccc(Cl)cc2)c1N | 1 | 31 | 2 | -5 | -3.7 | 2 | 5 | -4 | -1
7 | COCCN1C(=O)c2ccccc2C1c1nnnn1Cc1ccccc1 (stereo unspecified) | 4 | · | 11 | 1 | · | · | -3 | 6 | 3
8 | O=C(CNS(=O)(=O)c1ccccc1)OCC(=O)c1cccc([N+](=O)[O-])c1 | 1 | 14 | -3 | 2 | -0.8 | 9 | 1 | -6 | 0
9 | COc1ccccc1C(CC(=O)Nc1ccc(Cl)cc1)c1ccc(OC(C)C)cc1 (stereo unspecified) | 0 | 2 | 2 | -1 | -1.1 | 3 | -4 | 0 | -4
10 | Cc1cc(=O)oc2cc(NC(=O)COc3cccc(C(F)(F)F)c3)ccc12 | 0 | -5 | -4 | 15 | 0.6 | -1 | 16 | 5 | -1
11 | Cc1cccc(C)c1NC(=O)NC1(C(=O)NCC2CCCO2)CCCCC1 (stereo unspecified) | 1 | 12 | -3 | 8 | -0.7 | 0 | 1 | 4 | -2
12 | COc1cc(OC)c(C(=O)N/N=C/c2ccoc2)cc1OC | 2 | -1 | 2 | -10 | 0.7 | -6 | -9 | 5 | -3
13 | Cc1ccccc1NC(=O)COC(=O)C1(C)CC1(Cl)Cl (stereo unspecified) | 1 | 7 | 5 | -8 | -1.9 | 1 | -11 | 5 | -2
14 | CCN(Cc1nc(-c2ccc(OC)cc2)no1)C(=O)c1ccc2c(c1)OCO2 | 3 | 33 | -3 | 14 | -1.5 | 2 | 0 | -7 | -2
15 | COC(=O)c1oc2ccccc2c1NC(=O)CN1CCCC1 | 4 | -14 | 1 | -4 | -0.3 | -2 | -2 | 11 | -2
16 | Cc1ccc(S(=O)(=O)N2CCOCC2)cc1C(=O)NCc1cccnc1 | 1 | 0 | 7 | -7 | -0.3 | 5 | 4 | 7 | 2
17 | CCCc1nnn(S(=O)(=O)c2ccc([N+](=O)[O-])cc2)c1CCC | 0 | -14 | -2 | 5 | -4.3 | · | -12 | 1 | 1
18 | CCN1C(=O)c2ccccc2S(=O)c2ccc(C(=O)NCCCN3CCCC3=O)cc21 (stereo unspecified) | 2 | -8 | -2 | -6 | -1.2 | 0 | -24 | 13 | -3
19 | CC[C@@H]1Cc2cc(O)ccc2C2=C1c1ccc(O)cc1C[C@H]2CC | 3 | 20 | -4 | 12 | 1.6 | -1 | 73* | -18 | 2
20 | COc1ccccc1OCC(=O)NCC1CCCCC1 | 0 | 16 | -4 | 9 | -2.1 | -1 | 18 | -9 | -2
21 | Cc1nc(NC(=O)c2ccco2)sc1C(=O)Nc1ccc(Br)cc1 | 4 | -31 | -5 | -2 | 0.4 | 7 | -10 | 19 | -3
22 | NC(=O)c1noc(C(=O)N(CC(=O)NC2CCCC2)Cc2ccc3c(c2)OCO3)c1N | 1 | 4 | 5 | -2 | 1.2 | -2 | 0 | 3 | -3
23 | C/C(=N\Nc1nc(C(C)(C)C)cs1)c1ccccc1 | 0 | -25 | -5 | 12 | 5.3 | 2 | -4 | -4 | 3
24 | O=C(CN1C(=O)C2CC=CCC2C1=O)Nc1ccc(S(=O)(=O)NC2=NCCCCC2)cc1 (stereo unspecified) | 0 | 4 | -11 | 3 | 1.1 | 2 | 6 | -7 | -4
25 | CCCCN1CC(COCc2ccccc2)Oc2cccc(OCCN3C(=O)[C@@H]4[C@H](C3=O)C3C=C[C@H]4C3)c2S1(=O)=O (stereo partly specified) | 24 | -178 | -16 | 18 | 172* | · | 23 | -11 | 3
26 | COc1ccc(Nc2nc(CC(C)=O)ns2)cc1OC | 0 | 23 | 5 | -7 | 1.9 | 6 | -1 | 5 | 2
27 | COc1ccc(OCC(=O)Nc2c3c(nn2-c2ccccc2)CS(=O)(=O)C3)cc1 | 2 | 7 | -7 | 14 | -0.8 | -1 | 3 | -3 | -1
28 | COC(=O)c1cccc(NC(=O)Nc2ccc(Cl)cc2Cl)c1 | 4 | -16 | -2 | 11 | 3.2 | 13 | 0 | -20 | -2
29 | O=C(NC1CCCCCCC1O)c1ccccc1 (stereo unspecified) | 0 | -11 | 9 | 11 | 2.6 | · | -1 | -4 | 1
30 | COc1ccc(C(=O)NC(=S)NNC(=O)c2cccnc2)cc1 | 1 | 1 | 8 | -2 | 1.9 | 4 | 0 | 3 | -2

3 entries picked at random from the list so far:
entry | Structure | CHRM4 agonist | CRFBP-R2 block | CHRM5 PAM | M5 antag | CRFR2-BP ag | IDE inh | CHRM4 antagonist | CHRM4 PAM | CHRM5 agonist
17 | CCCc1nnn(S(=O)(=O)c2ccc([N+](=O)[O-])cc2)c1CCC | 0 | -14 | -2 | 5 | -4.3 | · | -12 | 1 | 1
12 | COc1cc(OC)c(C(=O)N/N=C/c2ccoc2)cc1OC | 2 | -1 | 2 | -10 | 0.7 | -6 | -9 | 5 | -3
15 | COC(=O)c1oc2ccccc2c1NC(=O)CN1CCCC1 | 4 | -14 | 1 | -4 | -0.3 | -2 | -2 | 11 | -2

Continued.
entry | Structure | CHRM4 agonist | CRFBP-R2 block | CHRM5 PAM | M5 antag | CRFR2-BP ag | IDE inh | CHRM4 antagonist | CHRM4 PAM | CHRM5 agonist
31 | Cc1ccc(CC2CC(=O)N(Cc3ccco3)C2=O)cc1 (stereo unspecified) | 0 | -2 | -4 | 4 | 0.0 | 5 | 15 | 0 | -1
32 | O=C(CCCl)Nc1nnc(SCC(=O)NC2CCCC2)s1 | 1 | 6 | 4 | -6 | 0.2 | 4 | 2 | -1 | -1
33 | COc1cc(C2C(C#N)=C(C)NC3=C2C(=O)CC(C)(C)C3)ccc1OCCO (stereo unspecified) | 1 | -14 | -3 | 6 | 1.1 | -7 | 19 | 0 | 3
34 | CCc1nn2c(=O)c(S(=O)(=O)Nc3ccc(Cl)cc3)c(C)nc2s1 | 7 | -2 | -8 | 4 | -0.9 | 2 | -7 | -7 | -4
35 | O=C(Nc1ccccc1C(=O)NCC1CCCO1)c1ccc(Cl)cc1 (stereo unspecified) | 5 | -4 | -7 | 11 | 0.9 | 2 | 0 | -8 | -3
36 | CCCc1cc(NCCOCCO)n2c(nc3ccccc32)c1C#N | 1 | 14 | 2 | -6 | 0.1 | · | -11 | 13 | 1
37 | Cc1ccc(OCCC(=O)OCC(=O)N2CCN(S(=O)(=O)c3ccc(C)cc3)CC2)cc1 | 6 | 7 | -1 | 0 | -0.1 | 0 | -1 | 7 | 4
38 | CCOC(=O)c1cc2c3ccccc3n(CC)c2nc1N | 0 | -14 | 1 | 4 | 0.8 | 1 | -5 | 25 | -2
39 | COc1ccc(OC)c(NC(=O)C(=S)NC2CCCCC2)c1 | 0 | -1 | -1 | 4 | -0.3 | -1 | -3 | 2 | -1
40 | CC(=O)OC1C(OC(C)=O)N(C(C)=O)C(=O)N1C(C)=O (stereo unspecified) | 1 | -17 | -3 | 3 | -0.3 | 5 | 5 | 0 | 0
41 | CCn1c(C(=O)N2CCCC(C(=O)O)C2)cc2sccc21 (stereo unspecified) | 2 | -13 | 0 | -1 | -2.0 | 2 | 6 | 10 | 1
42 | COCC(=O)Nc1cccc(Br)c1 | 1 | 2 | 4 | -2 | -0.3 | -1 | -6 | 4 | -1
43 | CC(C)C[C@H]1CN([C@@H](CC(C)C)CN2CCC[C@@H]2CN2C(=O)C(=O)NC[C@@H]2Cc2ccccc2)C(=O)C(=O)N1CC1CCCCC1 | 0 | -3 | 3 | 2 | 0.3 | · | -10 | 9 | -1
44 | Cc1cc(=O)oc(C)c1C(=O)NCc1ccco1 | 0 | 12 | 6 | -2 | -0.4 | -3 | -8 | 5 | -1
45 | Cc1ccc(C)c(N2CCN(C(c3ccccc3)c3nnnn3C(C)(C)C)CC2)c1 (stereo unspecified) | -1 | · | -2 | -1 | · | · | -6 | 3 | 1
46 | O=C(COC(=O)C1CC2C=CC1C2)Nc1cccc(S(=O)(=O)N2CCCCCC2)c1 (stereo unspecified) | 17 | 0 | -20 | 31* | 0.6 | 1 | 23 | -13 | 4
47 | CCOC(=O)C1(Cc2ccccc2C)CCCN(S(C)(=O)=O)C1 (stereo unspecified) | 3 | 6 | -6 | 4 | 0.0 | -2 | 10 | -4 | 1
48 | CC(=O)c1cccc(N(CC(=O)O)S(C)(=O)=O)c1 | 0 | 9 | -2 | -4 | -2.9 | -3 | -2 | 5 | -1
49 | CCC(C(=O)OCC(=O)N1CCN(c2ccc(OC)cc2)CC1)c1ccccc1 (stereo unspecified) | 12 | 8 | -7 | 3 | -0.2 | 5 | -6 | 4 | -1
50 | COc1nc(C#N)nc(N(C)C)n1 | 0 | -6 | -3 | 1 | 0.6 | -3 | 1 | 3 | 2
51 | Cc1ccc([C@H]2C[C@@H](n3cc(C4CC4)nn3)[C@H](O)CN2C(=O)C2CCCCC2)cc1 | 1 | -21 | 2 | -4 | 0.7 | · | -2 | 2 | 0
52 | COc1ccc(N2C(=O)CSC2c2cccc(F)c2)cc1 (stereo unspecified) | 0 | 9 | -4 | 5 | -2.7 | -3 | 6 | -11 | -10
53 | Cc1[nH]n(C(N)=S)c(=O)c1N=Nc1cc(-c2ccc(Br)cc2)[nH]n1 | 1 | 80* | -3 | 14 | 1.4 | -1 | 4 | 6 | -2
54 | Cc1ccc(Cl)cc1NC(=O)C1CCCN(c2cnccn2)C1 (stereo unspecified) | 1 | -4 | 3 | -2 | 3.1 | 9 | 2 | 1 | -2
55 | COc1ccc2[nH]cc(CCNC(=O)Nc3ccccc3)c2c1 | 2 | 1 | -1 | 13 | 6.9 | -1 | 2 | -4 | -2
56 | O=C(O)CCC1C(=O)NC(=O)CC1c1ccccc1 (stereo unspecified) | 0 | · | 2 | -3 | · | · | 10 | -4 | 0
